RAD54 inh = RAD54 (human) branch migration inhibition. Q92698. RAD54 Holliday junction branch migration, FAM/BHQ fluorescence. inhibition, % at 10.4 µM. actives 0.14% (n = 360,000);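 active = mean normalized replicate activity at least 40 and at least half of replicates scoring 40 or more; inconclusive = only one of the two criteria met; inactive = mean below 40 and under half of replicates reaching 40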;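 note: 0% = median of neutral control wells and 100% = median of positive control wells; inhibitors cause a drop in the FAM fluorescence signal; in these data hits start at about 50%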
Xi reactivation = reactivates the inactive X chromosome in mouse fibroblasts; actives 0.055% (n = 360,000); activation, % at 7.58 µM; XiGFP mouse fibroblasts, % GFP-positive cells imaging, 3 d; cells co-treated with 5-aza-dC sensitizer; scaled so ellipticine positive control = 100%;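 active = mean normalized replicate activation at least 10% and every replicate at or above 10%; inconclusive = only one of the two criteria met; inactive = mean below 10% and not all replicates reach 10%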;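 note: 0% = median of on-plate neutral control wells and 100% = ellipticine 6 µM median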
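Material: XiGFP fibroblasts, SV40-immortalized. Buffer or medium: DMEM plus 5-aza-dC sensitizer. Compound: single concentration per compound, delivered by pin transfer. Times: 3 days compound exposure. Controls: ellipticine 6 µM.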
esBAF inh = blocks esBAF chromatin remodeling in mouse ES cells; Bmi1-luciferase knock-in reporter, 24 h; 100% = twice the neutral-well signal; reporter increase, % at 12.5 µM; actives 2% (n = 350,000); AID 602393; in the data active = activation above about 40%; inconclusive = no clear call, values can overlap the other calls;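 note: 0% = median of the plate's neutral control wells and 100% = double that signal; a rise in the Bmi1 reporter signal indicates esBAF inhibition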
ERp5 block = ERp5 (human) disulfide isomerase inhibition; ERp5 insulin aggregation, absorbance 650 nm, 90 min; actives 0.05% (n = 350,000); Q15084; inhibition, % at 9.99 µM;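 active = mean replicate inhibition above about 25%, with every replicate also reaching it, limit read from the data, passing the limit was not always enough; inconclusive = only one of those two criteria met; inactive = neither criterion met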
RAD52 anneal inh = blocks human RAD52 DNA annealing | P43351 | recombinant RAD52 DNA annealing, FRET fluorescence | inhibition, % at 18.7 µM | actives 0.46% (n = 360,000) | AID 651710;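 active = every replicate showing at least 50% inhibition; inconclusive = mean inhibition at least 50% but not in every replicate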
Target sequence (P43351 whole entry, looked up): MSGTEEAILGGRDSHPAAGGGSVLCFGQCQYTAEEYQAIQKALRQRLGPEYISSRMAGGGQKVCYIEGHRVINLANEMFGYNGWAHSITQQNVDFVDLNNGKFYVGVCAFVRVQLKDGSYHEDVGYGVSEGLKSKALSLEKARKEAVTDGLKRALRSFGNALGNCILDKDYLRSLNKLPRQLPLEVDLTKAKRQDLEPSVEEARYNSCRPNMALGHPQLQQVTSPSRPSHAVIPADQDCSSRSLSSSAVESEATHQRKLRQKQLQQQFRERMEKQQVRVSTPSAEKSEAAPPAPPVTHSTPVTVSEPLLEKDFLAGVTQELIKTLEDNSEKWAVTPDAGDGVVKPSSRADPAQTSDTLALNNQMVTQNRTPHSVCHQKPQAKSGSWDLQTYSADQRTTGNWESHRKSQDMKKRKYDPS
S100A4 MyoIIA = inhibitors of human S100A4 binding to myosin IIA peptide; P26447; S100A4/TAMRA-MyoIIA peptide fluorescence polarization; inhibition, % at 10.7 µM; actives 0.14% (n = 360,000); AID 652163;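 active = mean inhibition of at least 70% across replicates, with every replicate also reaching that level; inconclusive = mean inhibition reaches 70% but some replicates fall short; inactive = mean inhibition below 70%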
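Test system – S100A4 monomer (human) · Compound – single-point compound testing · Schedule – 5 min incubation before reading · Probe or stimulus – TAMRA-labelled myosin IIA heavy-chain peptide probe, 5 nM · Benchmarks – neutral control DMSO, positive control TFP · Medium – Calcium-containing HEPES buffer, pH 7.2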
E-sel inducer = induces E-selectin expression in human endothelial cells; HUVEC E-selectin immunofluorescence imaging; normalized: neutral wells 0, TNF-alpha wells 100; activation, % at 7.58 µM; actives 0.37% (n = 260,000); AID 686992;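 active = mean E-selectin-positive cell signal at least 10% of the positive control, reached in at least 60% of replicates, without over 20% cell loss; inconclusive = no rule given, readout overlaps actives, possibly toxicity-flagged; inactive = the rest, including those meeting only one limit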;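 note: in these data hits start at about 27%; measured in HUVEC primary endothelial cells; signal is the percent of cells scored E-selectin positive by PE staining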
Target sequence (P16581 whole entry, looked up): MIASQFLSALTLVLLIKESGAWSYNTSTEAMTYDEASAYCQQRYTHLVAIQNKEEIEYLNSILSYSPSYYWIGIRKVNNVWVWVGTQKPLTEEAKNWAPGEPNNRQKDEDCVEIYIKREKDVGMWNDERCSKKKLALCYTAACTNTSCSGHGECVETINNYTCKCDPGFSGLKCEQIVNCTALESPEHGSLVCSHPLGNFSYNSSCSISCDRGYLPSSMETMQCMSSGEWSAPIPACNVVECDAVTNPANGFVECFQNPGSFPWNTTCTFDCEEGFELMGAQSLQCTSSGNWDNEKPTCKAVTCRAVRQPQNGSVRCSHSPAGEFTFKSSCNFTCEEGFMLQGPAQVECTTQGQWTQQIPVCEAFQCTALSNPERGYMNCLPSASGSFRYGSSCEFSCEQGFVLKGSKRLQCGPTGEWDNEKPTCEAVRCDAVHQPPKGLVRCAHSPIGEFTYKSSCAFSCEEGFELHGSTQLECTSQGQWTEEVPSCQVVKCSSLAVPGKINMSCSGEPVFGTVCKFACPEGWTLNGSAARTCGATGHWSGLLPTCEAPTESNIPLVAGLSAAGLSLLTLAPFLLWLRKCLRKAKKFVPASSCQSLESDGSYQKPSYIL
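Assay system: HUVEC, human umbilical vein endothelial cells / Amount: 3,000 HUVEC/well / Controls: TNF-alpha positive control, DMSO neutral control / Compound dosing: single concentration / Medium: EGM-2 over gelatin coat / Evaluation: percent E-selectin-positive cells / Signal: immunofluorescence imaging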
ERAP1 inh = blocks human ERAP1 aminopeptidase activity | actives 0.15% (n = 340,000) | inhibition, % at 10.7 µM | recombinant ERAP1, Leu-AMC fluorescence, 60 min;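 active = mean replicate inhibition of at least 30%, or all replicates individually reaching that 30% level; inactive = mean below 30% and not every replicate reaching it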;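 note: 0% = neutral control wells and 100% = L-leucinethiol positive control wells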
* hit, by the source's call; ? = inconclusive; . = not tested or not shown; & = joins results of further samples.

SMILES	RAD54 inh	Xi reactivation	esBAF inh	ERp5 block	RAD52 anneal inh	S100A4 MyoIIA	E-sel inducer	ERAP1 inh
O=C(Nc1ccc(-c2nc3ccccc3[nH]2)cc1)C1CCCN(Cc2ccn[nH]2)C1 (stereo unspecified)	15	-0.1	17	-3	-5	-5	0.0	-15
c1ccc(-n2cnc3cc(NCc4ccco4)ccc32)cc1	.	0.0	.	2	-11	0	-0.4	2
O=C(C1CCC1)N1CC[C@@H]2[C@@H](CO)Nc3ccc(-c4cccc(F)c4)cc3[C@@H]21	4	0.0	-6	.	.	.	1.3	.
CCNC(=O)C[C@@H]1CC[C@H]2[C@@H](COc3ccc(NC(=O)NC(C)C)cc3C(=O)N2C)O1	0	0.1	-1	-4	4	-18	0.2	-1
CO[C@H](C(=O)N(C)C[C@@H]1OCc2ccccc2-c2ccccc2C(=O)N([C@H](C)CO)C[C@H]1C)c1ccccc1	-3	0.0	2	-1	0	-15	0.0	0
O=[N+]([O-])c1ccccc1/C=N/n1c(C(F)(F)F)n[nH]c1=S	.	0.0	.	-9	-25	-11	11	0
CSc1nc2ccsc2c(=O)n1-c1cccnc1	4	0.0	-9	4	-14	2	.	-1
CCOC(=O)/C(C#N)=C/c1cccc(F)c1	.	0.0	.	1	-19	3	.	-2
CCCNC(=O)C[C@@H]1C[C@H]2c3cc(NC(=O)Nc4ccccc4F)ccc3O[C@H]2[C@@H](CO)O1	-6	0.1	0	-5	-6	7	0.6	2
Nc1nccnc1C(=O)OCC(=O)C12CC3CC(CC(C3)C1)C2	-8	-0.1	.	0	-8	0	1.0	0
Cc1ccc(CNS(=O)(=O)c2cc3c(cc2C)NC(=O)CO3)cc1	-5	0.1	4	0	-15	-3	0.9	0
CCc1ccc(S(=O)(=O)Nc2ccc(C)c(NS(C)(=O)=O)c2)cc1	-12	0.0	.	0	-12	-9	.	2
CN1C(=O)c2cc(NC(=O)c3ccc(F)c(F)c3)ccc2OC[C@H]2O[C@@H](CC(=O)N3CCCCC3)CC[C@@H]21	9	0.0	6	-5	5	-11	-0.2	1
O=C(CCN1C(=O)C2C3C=CC(C3)C2C1=O)N1CCN(c2ccc([N+](=O)[O-])cc2)CC1 (stereo unspecified)	4	0.3	4	5	-8	-3	.	2
COc1ccc(OC)c(/C=N/NC(=O)CCCC(=O)Nc2cccc(Br)c2)c1	9	.	5	-1	-6	0	.	-2
CNC[C@@H]1Oc2ccc(NS(=O)(=O)c3ccc(OC)cc3)cc2CC(=O)N([C@@H](C)CO)C[C@H]1C	-1	-1.2	1	8	-10	2	-2.5	8
CC(=O)N(C)C[C@H]1Oc2cc(-c3ccccc3F)ccc2S(=O)(=O)N([C@H](C)CO)C[C@@H]1C	-2	-1.0	10	-4	3	-14	0.2	0
COc1ccc(NC(=O)Nc2ccc3c(c2)CC(=O)N([C@@H](C)CO)C[C@@H](C)[C@H](CN(C)Cc2ccncc2)O3)cc1	3	0.4	0	5	-3	7	.	0
CCCc1c(-c2cccc(F)c2)ncn1CCc1ccccc1OC	.	0.1	.	0	10	-2	-0.1	-1
C[C@@H](NC(=O)C[C@H]1CC[C@@H](NC(=O)Nc2ccc3c(c2)OCO3)[C@@H](CO)O1)c1ccccc1	-3	-0.5	1	-3	-10	7	-0.2	2
N#Cc1sc2nccc(Nc3ccccc3)c2c1N	2	0.0	.	7	-11	-1	.	.
Cc1cccc(CSC2=NCCN2C(=O)c2ccc(Br)o2)c1	-6	0.1	3	3	-24	2	.	.
COc1cc(C=O)ccc1OS(=O)(=O)c1ccc(NC(C)=O)cc1	-5	0.0	.	-1	0	-1	.	0
CCc1nc2c(OCCC3CCCCC3)cccn2c1N(C)C(=O)c1ccco1	-7	0.0	0	2	-28	-1	0.0	1
COc1cc2c(-c3ccc4cc[nH]c4c3)c(-c3ccsc3)oc(=O)c2cc1OC	-2	0.1	9	7	-12	-4	0.3	1
C/C=C/c1ccc2c(c1)O[C@H](CN(C)Cc1ccccc1)[C@H](C)CN([C@H](C)CO)S2(=O)=O	2	-0.9	-1	4	3	10	0.6	1
C[C@H]1CN([C@@H](C)CO)C(=O)c2cc(NC(=O)Nc3ccc(C(F)(F)F)cc3)ccc2O[C@@H]1CN(C)C(=O)Nc1ccccc1	3	-0.7	-4	3	18	1	0.2	1
COc1ccc(C(=O)Nc2cccc(NC(=O)c3cccs3)c2)cc1OC	-7	0.0	2	2	1	-2	0.0	-4
COCCNC(=O)C[C@H]1C[C@@H]2c3cc(N(C)C)ccc3O[C@@H]2[C@H](CO)O1	-9	0.2	-1	3	-87	15	0.6	-2
CN(C)CCC(C(=O)c1ccccc1)c1cccnc1 (stereo unspecified)	.	-0.1	.	-4	-7	-2	0.0	1

Exported as comma-separated lines: entries from further up.
SMILES,RAD54 inh,Xi reactivation,esBAF inh,ERp5 block,RAD52 anneal inh,S100A4 MyoIIA,E-sel inducer,ERAP1 inh
COc1cc2c(-c3ccc4cc[nH]c4c3)c(-c3ccsc3)oc(=O)c2cc1OC,-2,0.1,9,7,-12,-4,0.3,1
C/C=C/c1ccc2c(c1)O[C@H](CN(C)Cc1ccccc1)[C@H](C)CN([C@H](C)CO)S2(=O)=O,2,-0.9,-1,4,3,10,0.6,1

Later entries:
SMILES	RAD54 inh	Xi reactivation	esBAF inh	ERp5 block	RAD52 anneal inh	S100A4 MyoIIA	E-sel inducer	ERAP1 inh
O=C(NCc1ccc(F)cc1)c1cc(C2CCCN(C(=O)c3ccc4c(c3)CCO4)C2)on1 (stereo unspecified)	3	0.2	-1	-1	-9	4	0.3	-4
COc1ccc(C(O)c2nc(-c3ccc(N(C)C)cc3)cs2)cc1 (stereo unspecified)	-19	0.1	?	5	-17	-1	-0.5	0
COc1ccccc1CNC(=O)c1ccc2c(c1)OCO2	.	0.0	3	2	-14	-2	.	0
CC(C)N(Cc1ccccc1)C(=O)COC(=O)C1CCN(c2ccc(C(F)(F)F)cn2)CC1	.	0.5	7	9	-36	-12	.	4
COc1ccc(OCC(=O)NC2CCCN(Cc3ccc(Cl)cc3)C2)cc1 (stereo unspecified)	0	0.2	-5	5	-32	3	-0.2	-2
CC(C)NC(=O)N(C)C[C@@H]1Oc2ccc(NC(=O)C3CCCCC3)cc2C(=O)N([C@H](C)CO)C[C@H]1C	-7	0.2	7	0	7	4	-0.3	1
O=C(C[C@H]1C[C@H]2c3cc(NC(=O)C4CCOCC4)ccc3O[C@H]2[C@@H](CO)O1)NC1CCCCC1	10	0.0	1	-4	-4	-10	0.3	0
CC(=O)Nc1ccc(-c2nc3ccccc3c(=O)o2)cc1	-21	0.0	-2	1	-14	-7	1.0	-2
C[C@H](O)C#Cc1ccc2c(c1)O[C@H](CN(C)Cc1cccnc1)[C@@H](C)CN([C@H](C)CO)S2(=O)=O	0	-0.7	2	-1	-3	3	-0.2	1
CC(C)(C)OC(=O)N/N=C\c1ccc(OC(=O)c2ccco2)cc1	.	0.1	.	5	-6	6	.	-2
CN(c1ccccc1)S(=O)(=O)c1cccc(NC(=O)c2cncc(Br)c2)c1	3	-0.1	-29	3	-10	-3	.	0
Cc1nnc(SCC(=O)NCc2ccccc2Cl)[nH]c1=O	-10	0.2	0	0	-8	0	.	-5
C[C@@H]1CN([C@H](C)CO)C(=O)c2cccc(NS(=O)(=O)c3ccc(F)cc3)c2O[C@H]1CN(C)C(=O)Nc1ccccc1	-2	-1.0	1	-4	-7	12	-0.4	-2
Cc1ccc(C(=O)OCC(=O)NCc2cccs2)cc1S(=O)(=O)N1CCOCC1	.	0.0	.	1	-30	5	14	-3
O=C(C[C@@H]1CC[C@H]2[C@@H](COC[C@@H](O)CN2C(=O)c2ccc(F)cc2)O1)NC1Cc2ccccc2C1	-1	0.2	0	0	-8	-11	-0.1	-3
CC(C)NC(=O)N(C)C[C@@H]1Oc2ccc(NC(=O)c3ccncc3)cc2C(=O)N([C@H](C)CO)C[C@H]1C	-17	0.0	-4	5	3	-4	-0.1	-2
COCC(=O)N1CC[C@@H]2[C@H](CO)Nc3ccc(C#Cc4ccccc4)cc3[C@@H]21	6	0.4	1	4	-33	2	1.2	-1
CO[C@@H]1CN(C)C(=O)c2cc(NC(=O)CC(F)(F)F)ccc2OC[C@H](C)N(C(C)=O)C[C@@H]1C	.	-0.3	.	1	-52	-14	-0.4	5
COc1ccc(N2C=C3C(=O)C(C)(OC(=O)CCc4ccccc4)C(=O)C=C3C=C2c2ccc(C#N)cc2)cc1 (stereo unspecified)	4	-0.3	7	-3	-17	-19	0.0	-4
C[C@@H]1O[C@@H](Oc2c(-c3ccc(O)c(O)c3)oc3cc(O)cc(O)c3c2=O)[C@H](O)[C@H](O)[C@H]1O	10&6	0.3&0.0	1&-3	2&2	-7&-8	-7&-3	-0.1&0.0	16&13
CCSC1C(=O)N(C)C(SCC)C(=O)N1C (stereo unspecified)	-3	0.0	-4	-12	-11	-3	5.1	3
Cc1nc(C(=O)N2CCOCC2)sc1C1(C)CC(c2ccccc2)=NO1 (stereo unspecified)	-2	0.1	5	-2	-2	0	0.3	0
O=C(NC(=S)Nc1cccc(Cl)c1Cl)C1CC1	-3	-0.1	13	2	0	-3	-1.1	-3
CC(C)NC(=O)N(C)C[C@@H]1Oc2ccc(NC(=O)Nc3ccc(F)cc3)cc2CC(=O)N([C@H](C)CO)C[C@H]1C	0	0.2	-2	1	5	2	-0.2	0
CCn1cc(CN2CCC(C(=O)Nc3ccc(Oc4cccnc4)cc3)CC2)c(C)n1	3	0.0	7	0	-16	0	0.7	-1
FC(F)(F)Oc1ccccc1C(c1nnnn1C1CCCC1)N1CCN(C/C=C/c2ccccc2)CC1 (stereo unspecified)	0	-0.1	-8	8	19	15	.	.
Cc1ccc(S(=O)(=O)NCC(=O)Nc2ccc3c(c2)OCO3)cc1	-10	0.1	-13	6	-6	0	1.8	3
O=C(NCc1ccco1)/C(=C/c1ccc(Br)cc1)NC(=O)c1ccco1	5	0.3	4	11	-3	-2	.	-6
O=C(CC(CC(=O)c1ccc(Cl)cc1)c1ccccc1C(=O)O)c1ccc(Cl)cc1	0	0.5	4	-1	-8	-1	.	1
CCOc1c(Br)cc(CNc2ccc(N3CCN(C(C)=O)CC3)cc2)cc1OC	-3	0.1	.	-3	27	13	.	-5
O=C(C[C@@H]1C[C@@H]2c3cc(NC(=O)CC4CC4)ccc3O[C@@H]2[C@H](CO)O1)NCCN1CCCCC1	7	0.0	2	-4	6	7	-0.4	10
O=C(NC1Cc2ccccc2C1)[C@H]1[C@H](CO)[C@H]2Cn3c(cccc3=O)[C@H]2N1C(=O)c1ccccn1	4	0.0	3	0	-13	0	-0.3	-1
COc1ccc(CN(C)C[C@H]2OCCCC[C@@H](C)Oc3ccc(NC(=O)Nc4c(C)noc4C)cc3C(=O)N([C@H](C)CO)C[C@H]2C)cc1	5	0.1	-5	1	18	5	0.0	-3
CN1CCN(C(=O)C[C@@H]2CC[C@@H]3[C@H](COC[C@@H](O)CN3Cc3cccc(-c4ccncc4)c3)O2)CC1	13	0.1	-11	0	-4	-4	0.9	-2
Cc1cc(C)n(-c2ccc(C(=O)OCC(=O)Nc3cc(S(C)(=O)=O)ccc3Cl)cc2)n1	0	-0.1	9	-20	-20	3	.	3

From PubChem

Rows are unselected; 2.5% or so of the library scored in one or more.
